TCR activator = activates T cell receptor signaling; 330,000 tested, under 10 active; Potency, µM (doses to about 9.22 µM), for inactives: top-dose activation of IL-2 secretion, hits mostly activators; primary human leukocytes, anti-CD3, IL-2 HTRF, 48 h; note: % of control where 0% means no effect
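IL-2 produced over 48 hr by a-CD3 bead-stimulated primary human leukocytes exposed to compounds was detected with a homogeneous time-resolved FRET immunoassay, 665nm acceptor signal after 320nm excitation.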
USP2a inh = USP2a (human) protease inhibition. O75604. USP2 core, Ub-CHOP2 coupled fluorogenic reporter, 485/531. Potency, µM (series often up to 38.3 µM), without a hit: top-dose activity change, negative = inhibition, usual class: inhibitors. 330,000 compounds, 0.01% hits. AID 463254;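 note: potency is the fitted concentration of half-maximal effect; plate controls were DMSO wells for no effect and full inhibition by NEM control for full effect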
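USP2 core (10nM final) preincubated 30min RT with compound in 20mM Tris-HCl pH 8.0, 2mM CaCl2, 2mM beta-mercaptoethanol, 0.05% CHAPS; 25nM Ub-CHOP2 plus 25nM reporter substrate added, fluorescence (Ex485/Em531) read after 60min.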
TSG101-PTAP inh = blocks PTAP/TSG101 interaction to inhibit HIV-1 budding. AID 493005. 340,000 tested, under 10 active. Potency, µM (titrated, usually from 115 µM), inactives show top-dose activity change, negative = inhibition, hits mostly inhibitors. Q99816. Fluorescence polarization, FITC-PTAP peptide / Tsg101 binding; active = well fitted inhibition curve with a large enough effect in the main read-out, with a control signal flat, not every such curve was filed as active; inconclusive = small, poorly fitted or top-dose-only effect, or effect the other way, or a change in a side signal; inactive = no such curve, though single readings can be large or run the other way; note: potency is the fitted concentration of half-maximal effect; % of control where 0% means no effect
Target sequence (Q99816 whole entry, looked up): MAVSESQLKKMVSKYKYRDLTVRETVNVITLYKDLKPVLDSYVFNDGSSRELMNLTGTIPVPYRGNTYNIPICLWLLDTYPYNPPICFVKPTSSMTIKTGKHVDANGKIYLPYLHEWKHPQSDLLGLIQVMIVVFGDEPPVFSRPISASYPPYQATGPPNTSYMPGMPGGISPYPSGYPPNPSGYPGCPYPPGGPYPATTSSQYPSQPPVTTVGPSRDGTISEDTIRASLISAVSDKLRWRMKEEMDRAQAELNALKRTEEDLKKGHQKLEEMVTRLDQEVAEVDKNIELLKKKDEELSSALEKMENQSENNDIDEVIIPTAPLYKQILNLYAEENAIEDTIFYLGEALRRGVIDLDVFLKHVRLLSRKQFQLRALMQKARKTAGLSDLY
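Compounds were pin-transferred onto Tsg101 binding domain (10 uM final) in HEPES pH 7.5 buffer, then FITC-PTAP peptide was added at 50 nM final. After 20 min at RT, polarization reported peptide displacement across a qHTS concentration series.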
TSHR antag = blocks TSH signaling through the human TSH receptor. P16473. TSHR-expressing cells, TSH-stimulated cAMP HTRF, 2 h; hits give low values. activity change, negative = inhibition, % at 11.5 µM. 330,000 compounds, 0.2% hits. AID 504810;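 active = activity change below a set negative limit, meaning inhibition stronger than a set level, cut at about -70% in these data; inconclusive = activity change between two set negative limits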; note: % is set by controls: 0 for no effect and ±100 for the full control effect
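TSHR-expressing cells, 200/well, pre-treated with compound, then stimulated with EC80 TSH (4nM final) for 2 hours at 37 deg C. cAMP measured by competitive HTRF: anti-cAMP cryptate antibody in lysis buffer plus cAMP-d2, read after 30 minutes at room temperature.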
ELG1 DNA repair = ELG1-dependent DNA repair inhibition | HEK293T ELG1-luciferase reporter, luminescence, 16 h; DNA damage induced by 5-fluorouridine | Potency, µM (series often up to 46.1 µM), for inactives: top-dose activity change, negative = inhibition, usual class: inhibitors | 330,000 compounds, 2.3% hits | AID 504467; note: potency is the fitted concentration of half-maximal effect; % is set by controls: 0 for no effect and ±100 for the full control effect; nearly all actives have a fitted effect of over 55% in size
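In this reporter screen, reduction of luminescence relative to DMSO vehicle indicated activity. Compounds and 5-fluorouridine were added together to 2,000 cells per well, incubated for 16 hr at 37 °C, then developed with ONE-Glo.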
BCR signal inh = inhibitors of chronic active B-cell receptor signaling; ABC-DLBCL IkBa-CBG/CBR reporter, luminescence ratio, 4 h; 340,000 compounds, 0.05% hits; Potency, µM (top dose mostly 46.1 µM), without a hit: at the highest dose ratio change, negative = lower green/red ratio, most hits filed as inhibitors; active = well fitted inhibition curve with a large enough effect in the signal ratio, with a control signal flat, not every such curve was filed as active; inconclusive = small, poorly fitted or top-dose-only effect, or effect the other way, or a change in a side signal; the % refers to the signal ratio;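 note: potency is the fitted concentration of half-maximal effect; plate controls were basal doxycycline-induced cells for no effect and cells given 10 µM MG132 for full effect; MG132 reads +100%, hits lower the ratio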
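TMD8 ABC-DLBCL cells carrying doxycycline-inducible green luciferase fused to IkappaBalpha plus unfused red luciferase were exposed to compounds (up to 46 uM) for 4 hrs at 37C. Activity came from the overlap-corrected green/red luminescence ratio.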
uPA surface inh = inhibitors of cell surface uPA generation; cell surface uPA generation assay, qHTS; Potency, µM (series often up to 38.3 µM), for the others: top-dose activity change, negative = inhibition, usual class: inhibitors; 330,000 compounds, 0.31% hits; active = well fitted inhibition curve with a large enough effect; inconclusive = small, poorly fitted or top-dose-only effect; inactive = no such curve, though single readings can be large or run the other way; tested in mouse RAW 264.7 cells; note: potency is the fitted concentration of half-maximal effect; % is set by controls: 0 for no effect and ±100 for the full control effect; nearly all actives have a fitted effect of over 55% in size
Mito fusion yeast = inhibitors of mitochondrial division or activators of mitochondrial fusion; S. cerevisiae fusion-defective mutant growth rescue, CellTiterGlo 48 h; Potency, µM (highest dose often 46.1 µM), without a hit: at the highest dose growth rescue (activation), most hits filed as activators; 320,000 compounds, 0.23% hits;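 note: potency is the fitted concentration of half-maximal effect; % of control where 0% means no effect; nearly all actives have a fitted effect of over 45% in size; temperature-sensitive fusion mutants such as fzo1-1 at 37 °C on non-fermentable ethanol glycerol medium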
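Read-out: ATP-based luminescence (CellTiterGlo, 10 min ambient) reporting growth of fusion-defective ts yeast after 48 hours at 37C on glycerol/ethanol YPEG medium in the presence of compound.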
Eya2 phos inh = blocks the phosphatase activity of human Eya2; O00167; AID 488837; 330,000 compounds, 0.006% hits; recombinant Eya2, OMFP fluorescence dephosphorylation (OMFP is methylfluorescein phosphate); Potency, µM (titrated, usually from 76.9 µM), inactives show top-dose activity, negative = inhibition, usual class: inhibitors; note: potency is the fitted concentration of half-maximal effect; % is set by controls: 0 for no effect and ±100 for the full control effect
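Eya2 (0.2 uM) preincubated 10 min at ambient with compound, then OMFP substrate added at 50 uM; 10 min reaction in 50 mM HEPES pH 7.5, 50 mM NaCl, 5 uM MgCl2, 0.05% BSA, 1 mM DTT. Fluorescence read at Ex 485/Em 525 nm.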
B2AR arrestin = agonists driving beta-arrestin recruitment to human beta2-adrenergic receptor. P07550. beta-arrestin recruitment to beta2AR, cell-based reporter. Potency, µM (doses to about 46.1 µM), inactives show top-dose activation, hits mostly activators. 330,000 compounds, 0.02% hits;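 note: potency is the fitted concentration of half-maximal effect; 0% = DMSO controls and full agonism = EC100 isoproterenol or metaproterenol; nearly all actives have a fitted effect of over 65% in size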
Target sequence (P07550 whole entry, looked up): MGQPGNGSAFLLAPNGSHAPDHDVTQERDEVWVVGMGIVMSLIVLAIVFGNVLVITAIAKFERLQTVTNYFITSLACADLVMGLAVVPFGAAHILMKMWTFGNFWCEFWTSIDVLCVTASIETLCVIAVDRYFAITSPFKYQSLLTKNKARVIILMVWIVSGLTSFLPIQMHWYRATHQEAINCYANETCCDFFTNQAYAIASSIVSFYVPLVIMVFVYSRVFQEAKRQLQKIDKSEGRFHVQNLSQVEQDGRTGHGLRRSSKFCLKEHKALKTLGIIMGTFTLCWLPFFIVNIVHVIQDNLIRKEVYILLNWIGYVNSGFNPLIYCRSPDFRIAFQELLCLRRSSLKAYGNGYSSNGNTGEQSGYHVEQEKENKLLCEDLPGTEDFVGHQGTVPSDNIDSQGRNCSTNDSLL
Tb PFK inh = T. brucei PFK enzyme inhibition. O15648. T. brucei PFK, ADP-Glo luminescence. Potency, µM (top dose mostly 57.5 µM), for the others: top-dose activity, negative = inhibition, most hits filed as inhibitors. 330,000 compounds, 0.17% hits;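 note: potency is the fitted concentration of half-maximal effect; 0% = uninhibited 1x PFK enzyme wells and -100% = no-enzyme wells; nearly all actives have a fitted effect of over 60% in size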
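PFK 1.25 nM, F6P 0.5 mM, ATP 0.1 mM, 0.1 M TEA pH 8.0, 5 mM MgCl2, 0.01% Tween20, 0.1% BSA; 45 min RT. ADP-Glo readout. qHTS titration up to 57 uM; curves fitted, compounds curve-classed.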
An asterisk follows results filed as active; ? = inconclusive; nt = no result given; [ ] = remark or other dose. Unless noted, calls come from the whole dose curve; as a rule, active = well fitted curve in the direction sought with a large enough effect; inconclusive = small, poorly fitted or top-dose-only effect, or another doubt; inactive = no such curve, though single readings can be large; an effect the other way counts as inactive or inconclusive.

SMILES	TCR activator	USP2a inh	TSG101-PTAP inh	TSHR antag	ELG1 DNA repair	BCR signal inh	uPA surface inh	Mito fusion yeast	Eya2 phos inh	B2AR arrestin	Tb PFK inh
O=C(CCC(=O)c1ccc(Br)cc1)Nc1cccc(C(F)(F)F)c1	-2.3%	1.5%	-6.0%	0.5	-7.2%	8.4%	4.1%	2.6%	-4.7%	-0.4%	-0.3%
CCN(CC)CCn1c(=O)n(-c2ccc(Cl)cc2)c(=O)c2c3c(sc21)CN(C)CC3	0.3%	1.6%	-3.4%	-27.1	13.2%	?	7.4%	1.4%	1.1%	-0.4%	-6.8%
O=C1N(c2ccccc2C(F)(F)F)O[C@@]1(c1ccccc1)C1CCCC1	-4.5%	4.5%	-5.5%	4.6	-29.7%	6.8%	?	-30.3%[inhibitor]	0.2%	-0.1%	3.7%
Cc1ccc(CSc2nnc(-c3ccncc3)n2N)cc1	2.8%	-1.0%	-4.2%	26.4	?	-5.7%	-2.0%	-0.8%	-18.5%	0.4%	0.0%
COc1ccc(CCN2CC(C(=O)NCCc3cccc(F)c3)CCC2=O)cc1 (configuration not stated)	-2.6%	-0.4%	-3.1%	-0.9	14.1%	-4.8%	-4.3%	2.5%	7.8%	-0.1%	0.6%
Cc1cccc(NC(=O)C2CC(=O)N(Cc3ccccc3)C2)n1 (configuration not stated)	2.5%	1.9%	1.3%	6.8	?	-7.9%	-0.4%	-9.6%	-5.9%	0.0%	?
COc1ccc(N2CC(O)=C(c3nc(-c4ccccc4)cs3)C2=N)cc1	-4.2%	0.1%	1.5%	1.5	-7.8%	0.8%	4.3%	-4.5%	4.6%	-0.6%	-1.3%
COc1ccccc1N1CCN(C(=O)c2cc3cc(C)ccc3[nH]2)CC1	nt	1.2%	-2.4%	-1.7	?	1.6%	1.4%	2.0%	5.8%	-0.5%	1.9%
CSc1sc(C)cc1C=O	-5.4%	12.3%	-5.4%	13.6	-9.1%	0.6%	-0.5%	-4.2%	10.5%	0.1%	0.4%
COC1(OC)C(/C=C/c2ccc(Cl)cc2)C(C#N)(C#N)C1(OC)OC (configuration not stated)	-4.0%[46.1 µM]	2.5%	0.0%	-7.4	?	?	-11.6%	-3.4%	-14.9%	-0.8%	-2.1%
Cn1nnnc1NCc1cccc(Cl)c1	-6.6%	1.0%	-4.1%	0.6	5.4%	0.3%	-1.4%	-4.9%	-3.3%	0.0%	-11.7%
Cc1ccc2cc(CN(CC3CCCO3)C(=O)c3cccs3)c(=O)[nH]c2c1 (configuration not stated)	-3.6%	-1.2%	-0.7%	4.0	-2.7%	?	-2.9%	4.0%	8.4%	-0.3%	0.7%
O=C(NC1(C(F)(F)F)C(=O)Nc2c1c(=O)[nH]c(=O)n2Cc1ccccc1)c1ccco1 (configuration not stated)	1.5%	-0.8%	-1.6%	-24.8	-14.8%	?	1.4%	0.1%	5.1%	-0.7%	-1.6%
CCOc1ccc2nc(N(CCN(C)C)C(=O)c3cc4ccccc4cc3OC)sc2c1	0.7%	3.3%	-0.9%	-0.2	?	-9.9%	?	-35.3%[inhibitor]	?	-0.5%	1.5%
CCN(CC)CCNCC(=O)N1c2ccccc2CCc2ccc(NC(=O)OC)cc21	-7.5%	0.3%	0.0%	35.5	-12.2%	2.6%	-2.2%	-0.7%	1.7%	-0.2%	2.3%
S=C(N/N=C/c1cccs1)NC1CC2CCC1C2 (configuration not stated)	1.1%	2.5%	-4.6%	-6.1	0.0%	0.3%	0.4%	9.9%	4.4%	-0.1%	4.2%
O=C(c1ccccc1F)N1CCN(CC2CC3C=CC2C3)CC1 (configuration not stated)	5.6%	-1.0%	-0.8%	4.7	12.7%	?	2.1%	-0.1%	2.6%	-0.6%	-1.7%
Cc1ccc(S(=O)(=O)N2CCCCC2)cc1NC(=O)CCc1nc2ccccc2c(=O)[nH]1	-3.5%	-0.8%	-0.4%	67.2	?	14.0%	1.2%	3.2%	-17.4%	-0.4%	4.4%
COc1cccc(N2C(=O)N(c3ccccc3Cl)C3CS(=O)(=O)CC32)c1 (configuration not stated)	0.3%	2.7%	-2.7%	-3.5	5.3%	-1.7%	3.6%	0.8%	11.3%	0.0%	-8.3%
CC(c1ccccc1)N1CC(C(=O)O)CC1=O (configuration not stated)	-1.1%	0.0%	0.5%	2.4	?	3.6%	11.7%	-2.5%	3.3%	-0.2%	-0.2%
O=C(Oc1ccccc1N1C(=O)C2CCCCC2C1=O)c1ccc(Cl)cc1 (configuration not stated)	-3.5%	-1.6%	-3.4%	-5.8	13.4%	0.7%	-0.7%	0.6%	-22.7%	-1.0%	-1.7%
Cn1ncc(Cl)c1C(=O)Nc1nc2ccc(Cl)cc2s1	0.0%[46.1 µM]	-0.1%	-2.3%	12.0	?	?	-5.8%	0.8%	0.0%	0.4%	-12.6%
CC(C)(C)NC(=O)CN(C(=O)c1snc(C(=O)NC2CCCCC2)c1N)c1ccc(F)cc1	-5.9%	0.9%	-1.1%	-2.3	1.7%	?	-2.4%	4.5%	3.9%	-0.5%	-0.3%
CC(=O)NS(=O)(=O)c1ccc(NC(=O)c2ccccn2)cc1	-2.7%	-0.4%	-1.2%	-13.5	5.3%	5.0%	2.3%	-3.0%	-21.8%	0.5%	4.6%
CCC(CC)c1nnc(NC(=O)CN2C(=O)c3ccccc3C2=O)s1	11.6%	-0.1%	-2.9%	-1.5	7.2%	-1.0%	2.3%	-1.0%	-10.6%	0.0%	0.7%
CCCn1c(CN2CCCCC2CC)nc2c1c(=O)n(C)c(=O)n2C (configuration not stated)	-2.6%	4.7%	-3.9%	1.9	-6.7%	3.3%	-9.8%	2.8%	12.2%	0.1%	-9.5%
Cc1cc(Oc2ccccc2F)nc(NCc2ccccc2)n1	3.7%	-6.7%	-3.1%	-23.8	?	12.7%	1.3%	10.3%	2.2%	0.5%	-0.9%
COc1cc(C)nc(N2CCCC(C(=O)Nc3ccccc3Br)C2)n1 (configuration not stated)	-0.5%	-5.0%	-3.4%	8.1	-18.0%	-2.2%	3.1%	-1.0%	-3.4%	-0.2%	-0.3%
Cc1cc(C)cc(N(CC(=O)NCc2ccc(F)cc2)C(=O)c2snc(C(N)=O)c2N)c1	-8.8%	3.7%	-4.0%	-8.5	-4.4%	?	3.9%	1.1%	-2.5%	0.5%	-8.4%
COc1cc(/C=C\C(=O)NCc2ccc3[nH]c(C)cc3c2)cc(OC)c1OC	6.3%	-2.1%	1.3%	-9.3	-4.7%	-10.6%	-8.4%	-3.4%	4.8%	-1.0%	-3.5%
CNc1ccccc(C(=O)/C=C/c2ccccc2OC)c1=O	2.0%[46.1 µM]	0.9%	0.6%	3.5	23.1µM*	?	-8.8%	nt	8.8%	-1.0%	-9.1%
O=C(Nc1cccc(S(=O)(=O)N2CCCCCC2)c1)C1CCC1	-1.3%	1.3%	-2.6%	-14.3	11.1%	-0.3%	?	4.0%	-4.2%	0.4%	-1.8%
O=C(Cn1c(C(=O)NCc2ccco2)cc2sccc21)c1ccccc1	-5.9%	-0.6%	-4.7%	17.2	?	?	-10.0%	26.1%	10.9%	-0.5%	-2.4%

Screening results as filed in PubChem BioAssay.
